From PubChem BioAssay
S3 lipid droplet – qHTS Assay for Lipid Storage Modulators in Drosophila S3 Cells; AID 2685; 320,000 tested, 0.64% active; lipid storage change, negative = inhibition, % at the top dose, mostly 46.1 µM; hits show Potency in µM; Drosophila S3 cells, BODIPY lipid droplet fluorescence, 18-24 h; cells fed with added oleic acid; active = well fitted inhibition curve with a large enough effect in the signal ratio, with a control signal flat, not every such curve was filed as active; inconclusive = small, poorly fitted or top-dose-only effect, or effect the other way, or a change in a side signal; the % refers to the signal ratio
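Laser-scanning cytometry quantifies lipid droplet accumulation (500–530 nm total intensity; droplet/cell object ratio) in oleic acid-fed (400 uM added) Drosophila S3 cells treated with a concentration series. 20 uM Triacsin C defined 100% inhibition.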
S3 lipid droplet cell count max – further read-out of S3 lipid droplet, marked with its call; cell number change, %; measured here: cell count max response;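 cells counted by Cell Tracker Red CMTPX staining in the red channel; peak over a dose series mostly up to 46.1 µM; percent activity relative to internal control wells on each plate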
The depositor's hits bear a star; i = inactive; ? = inconclusive; . = not tested or not shown. % is scaled to controls: 0 for no effect and ±100 for the full control effect; potency is read from the fitted curve at half-maximal effect. Not all compounds are listed (hit frequency here may not be typical).

SMILES	S3 lipid droplet	S3 lipid droplet cell count max
CN(Cc1ccco1)S(=O)(=O)c1ccc2c(c1)CCN2C(=O)CCC(=O)O	0%	1
Cc1ccc(NCc2nnc(SCC(=O)c3ccccc3)n2Cc2ccco2)c(C)c1	?	.
COc1ccc(S(=O)(=O)NC(N)=NCCc2ccc(OC)c(OC)c2)cc1C	5%	.
COC(=O)c1ccc(NC(=O)N2CCC(O)(c3cccnc3)CC2)cc1	i	-7
Cc1cc(NC(=O)CCC(=O)N(CC(=O)NCC2CCCO2)c2ccccc2)no1 (stereo not given)	?	.
COc1cccc(Cn2cc(-c3cccc(C(F)(F)F)c3)nn2)c1	i	5
O=P(COCCOCCOCCOCP(=O)(c1ccccc1)c1ccccc1)(c1ccccc1)c1ccccc1	?	.
C=CCn1c(CNC(=O)c2cccs2)n[nH]c1=S	3%	13
CCOC(=O)CSc1nc2sc3c(c2c(=O)n1-c1ccc(C)cc1)CCN(C)C3	?	.
Cc1ccccc1NC(=S)NC(C)C(c1ccccc1)N1CCN(C)CC1 (stereo not given)	19%	7
Cc1ccc(S(=O)(=O)C(CNC(=O)C(C)C)c2cccs2)cc1 (stereo not given)	?	.
CC(=O)c1ccccc1NS(=O)(=O)c1cccc2nonc12	-8%	7
Cc1cccc(Nc2nc3ccccc3n3nnnc23)c1	14%	20
CCOC(=O)c1nc2ccccc2nc1C	0%	.
Cc1cc(NC(=O)COC(=O)CCS(=O)(=O)c2ccc(C)c(C)c2)no1	i	30
Cc1ccccc1C(=O)NC(=S)Nc1ccc(N2CCN(C(=O)c3ccccc3)CC2)cc1	?	.
O=C(CN(C1CC1)S(=O)(=O)c1ccc(S(=O)(=O)N2CCCCCC2)cc1)Nc1ccccc1	9%	-5
CCOC(=O)c1ccc(NC(=O)Oc2cc(C)c(Cl)cc2C(C)C)cc1	?	.
Cc1cc(OCCOc2cccc3cccnc23)c(C)cc1Cl	?	.
CS(=O)(=O)Nc1ccc(C2=NN(C(=O)c3ccco3)C(c3ccccc3)C2)cc1 (stereo not given)	?	.
CC1CCCCN1C(=O)Cn1c(=O)n(CCC(=O)NCc2ccco2)c(=O)c2sccc21 (stereo not given)	11%	-6
CC(C#N)Sc1ncnc2sc(-c3ccccc3)cc12 (stereo not given)	?	.
CCC/C(=N\NC(=O)c1ccco1)c1ccc(Cl)s1	?	.
COc1ccccc1NC(=O)CSc1nc(O)c(Cc2ccccc2)c(=O)[nH]1	i	21
N#CC1(C#N)COC23CCCCC2C1(C#N)C(=N)O3 (stereo not given)	?	.
COc1cccc(OC)c1C(=O)N1CCN(c2ccccn2)CC1	?	.
Cc1cccc(NC(=O)C2(c3ccc([N+](=O)[O-])cc3)CCCC2)c1	-1%	-6
CCN(C(=O)COC(=O)C1CC1C)c1c(N)n(Cc2ccccc2)c(=O)[nH]c1=O (stereo not given)	3%	2
COc1ccc(NCc2n[nH]c(=O)c3ccccc23)cc1	?	.
CCOc1nc2cnccc2n(CC(=O)Nc2c(C)cccc2CC)c1=O	?	.
O=C1C2CC=CCC2C(=O)N1c1n[nH]c(-c2ccccc2)n1 (stereo not given)	i	24
CCOC(=O)Cc1csc(NC(=O)c2c(-c3c(F)cccc3Cl)noc2C)n1	?	.
CC(=O)c1ccc(S(=O)(=O)N2CCN(C(=O)CSC(=S)N3CCCC3)CC2)cc1	?	.
COc1cccc(C(=O)NCCS(=O)(=O)N(C)C2CCCCC2)c1	?	.
Cc1ccc(C(=O)N2CCCCC2)cc1S(=O)(=O)N1CCCC1	-12%	5
CNC(=S)Nc1cccc(-c2cnc3ccccc3n2)c1	17%	10
COc1ccc(-n2nnnc2S(=O)(=O)Cc2ccc(C(=O)O)cc2)cc1	?	.
CCOC(=O)C1CCN(C(=O)CN2C(=O)c3ccccc3Sc3ncccc32)CC1	?	.
CS(=O)(=O)N1N=C(c2cccs2)CC1c1ccco1 (stereo not given)	14%	-2
C/C(=N\NC(=O)CNC(=O)C1COc2ccccc2O1)c1ccco1 (stereo not given)	1%	0

Complete entries, quoted from the list.
Profile of O=C1C2CC=CCC2C(=O)N1c1n[nH]c(-c2ccccc2)n1 (stereo not given) : S3 lipid droplet = i; S3 lipid droplet cell count max = 24
Profile of Cc1cccc(NC(=O)C2(c3ccc([N+](=O)[O-])cc3)CCCC2)c1 : S3 lipid droplet = -1%; S3 lipid droplet cell count max = -6
Profile of CCOC(=O)CSc1nc2sc3c(c2c(=O)n1-c1ccc(C)cc1)CCN(C)C3 : S3 lipid droplet = ?; S3 lipid droplet cell count max = .

Next records follow:
SMILES	S3 lipid droplet	S3 lipid droplet cell count max
CC(C)(C)c1cccc(P(=O)(c2ccccc2)c2ccccc2)c1O	-2%	7
O=C(Cn1cc([N+](=O)[O-])cn1)N1N=C(C(F)F)CC1(O)C(F)F (stereo not given)	0%	-3
Cc1ccc(C(CC(N)=O)c2ccco2)cc1 (stereo not given)	-4%	5
Nc1nc2sc3c(c2c(=O)s1)CCCC3	i	.
COc1cc(CN2CCCC(C(=O)c3ccc(SC)cc3)C2)cc(Cl)c1O (stereo not given)	?	.
CCC(Sc1nnc2c3ccccc3n(CC)c2n1)C(=O)Nc1sc2c(c1C#N)CCCC2 (stereo not given)	i	26
CCN(CC)c1ccc(/C=N/OCC(=O)Nc2cccc(C)c2)cc1	?	.
O=C(O)CCSc1nnc(CNc2ccc(Cl)cc2)n1Cc1ccccc1	?	.
CCN1CCN(Cc2c(O)ccc3c2O/C(=C\c2ccccc2)C3=O)CC1	?	.
COc1ccc(C(=O)NCCNC(=O)c2cnccn2)cc1	?	.
COc1ccc2c(C)cc(SCC(=O)NCCN3C(=O)CSC3=O)nc2c1	5%	4
COc1ccc(S(=O)(=O)N2CCC(C(=O)NC(C)CCc3ccccc3)CC2)cc1 (stereo not given)	i	-8
CC1(C)C2CCC1(C)C1(C2)NC(=O)c2ccccc2O1 (stereo not given)	0%	-11
Cc1ccc2nc(SCC(=O)N(CC(C)C)c3c(N)n(Cc4ccccc4)c(=O)[nH]c3=O)[nH]c2c1	-12%	9
CCn1c(SCC(=O)c2ccccc2)nc2sc3c(c2c1=O)CCN(C)C3	?	.
O=C(CNc1ccc(Br)cc1)NC(=O)NC1CCCCC1	?	.
O=C(CSc1nc2[nH]c(=O)cc(O)c2s1)Nc1cccc(Br)c1	18%	-4
O=C1CCC(C(=O)N2CCN(c3cnccn3)CC2)CN1CCc1cccc(F)c1 (stereo not given)	?	.
CCC(C)NC(=O)c1ccccc1NC(=O)Nc1ccccc1 (stereo not given)	?	.
O=C(O)CNC(=O)C1CCCN1C(=O)CNC(=O)OCc1ccccc1 (stereo not given)	?	.
CCOc1ccccc1NC(=S)Nc1ccccc1F	?	.
Cc1cc(C)cc(C(=O)NCC(=O)N2CCC3(CC2)NCCc2[nH]cnc23)c1	i	4
CCc1nc(SCc2ccc([N+](=O)[O-])cc2)n[nH]1	3%	5
C=CCOc1ccc2c(c1)c(=O)cc(C(=O)O)n2CC	?	.
O=C(CNC1CCCC1)Nc1ccc(S(=O)(=O)N2CCCCC2)cc1	?	.
CC(C)CNC(=O)COC(=O)c1ccccc1SCC(=O)NCC(C)C	?	.
CCCN1CCC(=O)N([C@H](CN=[N+]=[N-])CC(C)C)CC1	?	.
COc1ccccc1NS(=O)(=O)c1cccc(NC(=O)Nc2ccccc2)c1	?	.
O=C(CN1CCCCC1)Nc1ccccc1	?	.
CCOC(=O)c1sc(NC(=O)CC)c(C#N)c1C	0%	-11
Cc1nnc(SCc2ccccc2)n1CC1CCCO1 (stereo not given)	6%	18
Cc1c(C2(O)C(=O)Nc3ccc(F)cc32)c(=O)n(-c2ccccc2)n1C (stereo not given)	-24%	1
O=C(Cc1n[nH]c(=O)c2ccccc12)Nc1cccc(S(=O)(=O)N2CCCC2)c1	?	.
CC1Cc2ccccc2N1S(=O)(=O)c1cccc(C(=O)N2CC(=O)Nc3ccccc32)c1 (stereo not given)	?	.
CC(=O)c1c(CC(=O)O)[nH]n(-c2nc3ccccc3s2)c1=O	i	21
CCOc1cc(S(=O)(=O)NCCc2ccc(OC)c(OC)c2)c(OCC)cc1-n1cnnn1	?	.
Cn1ncc(Br)c1NC(=O)c1cc(Cl)cc(Cl)c1	-5%	-13
O=C(O)CCC(=O)NNC(=O)c1ccc(Br)cc1	-3%	-6
Cc1ccc(OCC(=O)N2CCOCC2)c([N+](=O)[O-])n1	1%	3
O=S(=O)(c1ccc(Cl)c(F)c1)N1CCC(c2nc(-c3ccncc3)no2)CC1	?	.

7 structures already listed, arranged by heavy-atom count, low to high.
SMILES	S3 lipid droplet	S3 lipid droplet cell count max
CCc1nc(SCc2ccc([N+](=O)[O-])cc2)n[nH]1	3%	5
Cc1nnc(SCc2ccccc2)n1CC1CCCO1 (stereo not given)	6%	18
CC(=O)c1c(CC(=O)O)[nH]n(-c2nc3ccccc3s2)c1=O	i	21
O=C(CNC1CCCC1)Nc1ccc(S(=O)(=O)N2CCCCC2)cc1	?	.
CC(C)CNC(=O)COC(=O)c1ccccc1SCC(=O)NCC(C)C	?	.
O=S(=O)(c1ccc(Cl)c(F)c1)N1CCC(c2nc(-c3ccncc3)no2)CC1	?	.
O=C(Cc1n[nH]c(=O)c2ccccc12)Nc1cccc(S(=O)(=O)N2CCCC2)c1	?	.

Further records:
SMILES	S3 lipid droplet	S3 lipid droplet cell count max
COc1ccc(F)cc1C(=O)C1CCCN(Cc2ccc(Sc3nncn3C)o2)C1 (stereo not given)	-12%	-5
N#Cc1c(Cl)nsc1NC(=O)c1ccccc1	?	.
Cc1ccnc(SCc2cc(=O)c(OC(=O)c3ccco3)co2)n1	-5%	-20
CN(C)c1ccc(/C=N/N2C(=O)c3ccccc3C2=O)cc1	?	.
COc1ccc(N(CCCN2C(=O)c3cccc4cccc(c34)C2=O)C(=O)c2ccncc2)cc1	25%	.
Oc1c(CN2CCCCC2)cc(COCc2ccccc2)c2cccnc12	?	.
NS(=O)(=O)c1cccc(NC(=O)COC(=O)c2cc(-c3ccc(Cl)cc3)nc3ccccc23)c1	?	.
Cc1ccccc1OCC(=O)Nc1ccccc1N1CCCCC1	?	.
NC(=O)CC[C@H](NC(=O)c1ccc(F)cc1)C(=O)OCC(=O)NCc1ccc(F)cc1	?	.
CC(=O)NC(=S)Nc1ccc(NC(=S)NC(=O)c2ccc([N+](=O)[O-])cc2)cc1	?	.
Cc1cccn2c(=O)c(C=O)c(N3CC(C)OC(C)C3)nc12 (stereo not given)	12%	-3
CCOc1ccc(C(=O)/C=C/Nc2ccc(S(=O)(=O)Nc3onc(C)c3C)cc2)cc1	?	.
O=C(NC1CCCC1)c1cc(-c2ccc(Cl)c(Cl)c2)on1	?	.
COC(=O)c1cc(OC)c(OC)cc1NC(=O)c1cc(OC)cc(OC)c1	8%	-22
O=C(NCC1CCCO1)c1ccccc1-c1nc(-c2ccccc2F)no1 (stereo not given)	?	.
Cc1ccc(NC(=O)/C=C2\NC(=O)CS2)cc1	i	8
CC(=O)Nc1ccc(S(=O)(=O)NCCc2cc3c(C)ccc(C)c3[nH]c2=O)cc1	?	.
CCCCn1c(=O)n(CC(=O)Nc2ccc(OC)c(Cl)c2)c(=O)c2c1nc(CO)n2CCC	i	8
CN(C)c1ccc(CNc2nc(-c3ccccc3)nn2S(C)(=O)=O)cc1	?	.
Cc1ccsc1/C=N/NC(=O)c1ccc2ccccc2c1	?	.

An excerpt from above in order of the S3 lipid droplet value, ascending.
SMILES	S3 lipid droplet	S3 lipid droplet cell count max
COc1ccc(F)cc1C(=O)C1CCCN(Cc2ccc(Sc3nncn3C)o2)C1 (stereo not given)	-12%	-5
Cc1ccnc(SCc2cc(=O)c(OC(=O)c3ccco3)co2)n1	-5%	-20
Cc1cccn2c(=O)c(C=O)c(N3CC(C)OC(C)C3)nc12 (stereo not given)	12%	-3

(listing goes on)
SMILES	S3 lipid droplet	S3 lipid droplet cell count max
Cc1cccc(C)c1NS(=O)(=O)c1c(C)[nH]c(=O)[nH]c1=O	?	.
O=C(CSc1n[nH]c(-c2ccccc2Cl)n1)NC1CCCCC1	?	.
Cc1cc(C)n(C(=O)c2cc(F)c(F)cc2C)n1	6%	14
NC(=O)c1ccccc1NC(=O)/C=C/c1ccc(Cl)cc1	i	.
CCN(c1ccccc1)S(=O)(=O)c1ccc2ccccc2c1	?	.
N=C1SC(c2ccccc2)C(=O)N1c1ncc(Cc2ccccc2)s1 (stereo not given)	?	.
Cc1cc2ncn(C(=O)N3CCCCC3)c2cc1C	14%	1
O=C(/C=C/c1cccc([N+](=O)[O-])c1)Nc1cccc(NC(=O)c2cccs2)c1	?	.
NC(=O)CNC(=O)[C@@H]1CC2(CC(c3cccc([N+](=O)[O-])c3)=NO2)CN1C(=O)c1ccccc1 (stereo not given in full)	-8%	2
CNS(=O)(=O)c1cccc(C(=O)NCC2CCCCC2)c1	?	.
CCOc1cc(/C=C2/NC(=O)N(CC(=O)OC)C2=O)ccc1O	-8%	-4
Clc1ccc(C(c2nnnn2CCc2ccccc2)N2CCSCC2)cc1 (stereo not given)	?	.
COc1cccc(N2CCN(S(=O)(=O)c3ccc(CN4C(=O)c5cccnc5C4=O)cc3)CC2)c1	?	.
O=C1C2C(C(=O)N1/N=C/c1cc(Br)cc([N+](=O)[O-])c1O)C1C=CC2C12CC2 (stereo not given)	i	.
O=C(Nc1ccc(S(=O)(=O)Nc2ncccn2)cc1)c1ccc(Cl)c([N+](=O)[O-])c1	?	.
